HCV inhibitor = HCV inhibition; Huh7.5.1 HCVcc-Cre infection, luciferase reporter, 44 h; Potency, µM (highest dose often 41.8 µM), inactives show at the top dose activity change, negative = inhibition, hits mostly inhibitors; 340,000 tested, 3.4% active; note: potency is the fitted concentration of half-maximal effect
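HCVcc-Cre virus at an moi near 0.5 was added right after compound to cells cultured 4 h from seeding (1,000 cells/well). Luciferase activity was determined 44 h later, 15 min after substrate addition at RT.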
AmpC inh detg = AmpC beta-lactamase inhibition with detergent present | P00811 | AmpC hydrolysis of nitrocefin, absorbance 480 nm, 0.01% Triton | Potency, µM (doses to about 114 µM), without a hit: at the highest dose activity change, negative = inhibition, usual class: inhibitors | 370,000 tested, 0.041% active | AID 485294;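 note: potency is the fitted concentration of half-maximal effect; 0% = no-compound wells and -100% = no-enzyme wells; nearly all actives have a fitted effect of over 25% in size; some results filed as inactive show a strong effect at the top dose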
Target sequence (P00811 whole entry, looked up): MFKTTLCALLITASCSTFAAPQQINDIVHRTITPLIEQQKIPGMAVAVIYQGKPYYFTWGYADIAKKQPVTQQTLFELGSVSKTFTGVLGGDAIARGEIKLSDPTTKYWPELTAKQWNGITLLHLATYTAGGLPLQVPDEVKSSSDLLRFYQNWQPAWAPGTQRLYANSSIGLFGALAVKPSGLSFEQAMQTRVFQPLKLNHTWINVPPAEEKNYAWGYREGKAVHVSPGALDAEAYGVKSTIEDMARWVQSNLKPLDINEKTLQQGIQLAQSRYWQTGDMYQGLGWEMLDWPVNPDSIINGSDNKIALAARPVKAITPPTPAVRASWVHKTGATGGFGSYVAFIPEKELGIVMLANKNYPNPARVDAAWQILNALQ
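20 mM phosphate pH 7.0 + 0.01% (detergent screen) or 0.0001% Triton X-100; 5.3 nM AmpC reagent; cpd preinc 15 min RT; nitrocefin (800 uM stock) to start; A480 q20 s × 4 min; Activity was normalised to no-enzyme and no-compound control wells.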
LmPK inh = LmPK (Leishmania mexicana) enzyme inhibition | purified LmPK, Kinase-Glo ATP luminescence, 1 h | Q27686 | 290,000 tested, 0.37% active | Potency, µM (top dose mostly 57.5 µM), inactives show at the top dose activity change, negative = inhibition, most hits filed as inhibitors | AID 1721; note: potency is the fitted concentration of half-maximal effect
Target sequence (Q27686 whole entry, looked up): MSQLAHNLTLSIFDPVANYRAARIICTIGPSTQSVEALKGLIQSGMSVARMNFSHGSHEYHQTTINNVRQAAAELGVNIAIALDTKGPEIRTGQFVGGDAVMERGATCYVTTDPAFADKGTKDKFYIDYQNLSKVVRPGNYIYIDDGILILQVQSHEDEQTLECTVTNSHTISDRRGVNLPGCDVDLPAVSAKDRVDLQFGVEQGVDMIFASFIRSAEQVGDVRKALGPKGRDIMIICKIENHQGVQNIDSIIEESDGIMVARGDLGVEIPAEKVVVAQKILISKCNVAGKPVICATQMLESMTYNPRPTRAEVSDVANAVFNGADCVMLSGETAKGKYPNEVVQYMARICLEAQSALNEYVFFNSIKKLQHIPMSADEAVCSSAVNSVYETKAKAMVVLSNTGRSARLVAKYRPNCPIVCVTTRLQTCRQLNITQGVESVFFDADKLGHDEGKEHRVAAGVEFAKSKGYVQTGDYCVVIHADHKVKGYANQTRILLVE
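Purified LmPK (0.1 nM) converted ADP (0.1 mM) to ATP with PEP (0.5 mM) in imidazole buffer pH 7.2 with KCl and MgCl2, 1 h at room temperature. ATP was read by Kinase-Glo luminescence; data normalized to uninhibited and no-enzyme controls.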
AMA1 RON2 block = AMA1-RON2 (P. falciparum) interaction inhibition; AlphaScreen AMA1-biotinylated RON2 peptide binding; Potency, µM (series often up to 58.2 µM), without a hit: top-dose activity change, negative = inhibition, hits mostly inhibitors; 360,000 tested, 0.2% active; AID 720542;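 note: potency is the fitted concentration of half-maximal effect; 0% = vehicle wells and -100% = peptide control; nearly all actives have a fitted effect of over 45% in size; some results filed as inactive show a strong effect at the top dose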
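AMA1 (3D7) with his tag at 25 nM final met compounds first, then biotinylated RON2 peptide at 25 nM; detection used donor plus acceptor beads, 10 µg/mL apiece, read by AlphaScreen after 30 min at room temperature.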
HCMV inh = inhibitors of human cytomegalovirus | HFF cells, HCMV-luciferase reporter, 72 h; hits give low values | activity change, negative = inhibition, % at 57.5 µM | 410,000 tested, 4.5% active; in the data active = activity change below about -60%; inconclusive = no clear call, values can overlap the other calls; inactive = above about -39%
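Human foreskin fibroblasts infected with luciferase-reporter HCMV at MOI 1 PFU/cell, compounds at two doses. Luciferase measured 72 h post infection; normalized to buffer-only basal and Salinomycin (10uM) controls.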
AmpC no deterg = AmpC beta-lactamase inhibition without detergent; AmpC nitrocefin hydrolysis, absorbance 480 nm, 0.0001% Triton; Potency, µM (top dose mostly 57.1 µM), without a hit: at the top dose activity change, negative = inhibition, hits mostly inhibitors; 330,000 tested, 0.52% active;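 note: potency is the fitted concentration of half-maximal effect; plate controls were no compound for no effect and no enzyme for full effect; nearly all actives have a fitted effect of over 20% in size; some results filed as inactive show a strong effect at the top dose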
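AmpC (5.3 nM in the dispensed reagent) in 20 mM phosphate pH 7.0 with 0.01% (detergent screen) or 0.0001% Triton X-100 was preincubated with compounds for 15 min at room temperature. Nitrocefin was then added from an 800 uM solution, and hydrolysis was followed at 480 nm.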
TbPYK inhibitor = blocks Trypanosoma brucei pyruvate kinase. TbPYK enzyme, Kinase-Glo Plus ATP luminescence, 45 min. 410,000 tested, 0.12% active. Potency, µM (top dose mostly 76.8 µM), inactives show at the top dose activity, negative = inhibition, hits mostly inhibitors. Q57TT1; note: potency is the fitted concentration of half-maximal effect; nearly all actives have a fitted effect of over 50% in size
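In this concentration-response screen, enzyme-free wells defined baseline while DMSO plates tracked drift. Each reaction combined TbPYK, substrate, compound and 130 uM ADP for 45 min at room temperature. Kinase-Glo Plus luminescence gave the signal.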
* = called active by the depositor; u = inconclusive; x = no result given; & = joins results of further samples; [ ] = remark or other dose. Unless noted, calls come from the whole dose curve; as a rule, active = well fitted curve in the direction sought with a large enough effect; inconclusive = small, poorly fitted or top-dose-only effect, or another doubt; inactive = no such curve, though single readings can be large; an effect the other way counts as inactive or inconclusive. Unless noted, % is set by controls: 0 for no effect and ±100 for the full control effect.

1) Cc1cccc(NC(=O)c2cccc(S(=O)(=O)N(C)c3ccccc3)c2)n1
2) Cc1ccc(S(=O)(=O)N(C)c2ccc(C(=O)NCc3cccnc3)cc2)cc1
3) COc1ccc(CNC(=O)c2cc(C)nc3c2c(C)nn3-c2cccc(Cl)c2C)cc1
4) CSc1nc(N)nc(SCC(=O)c2ccc(C)cc2)c1C#N
5) CC(Oc1cccc2c1OC(C)(C)C2)C(=O)O (stereo not drawn)
6) Nc1nc(NCCO)nc(N2CCCCCC2)c1[N+](=O)[O-]
7) CCCCOc1ccc(N(CC(=O)NCc2ccco2)C(=O)CCC(=O)Nc2nccs2)cc1
8) CCN(CCCNC(=O)CCn1c(=O)[nH]c2ccsc2c1=O)c1ccccc1
Assay by compound	1	2	3	4	5	6	7	8
TbPYK inhibitor	-17%	1%	3%	-7%	8%	3%	-4%	-1%
AmpC inh detg	-9%	-2%	14%	-9%	u	2%	5%	3%
AmpC no deterg	-32%	21%	x	-20%	0%	-4%	-10%	4%
HCV inhibitor	u	2%	x	u	19%	-6%	-6%	9%
HCMV inh	39	-39	-20	19	-28	-37	16	0
AMA1 RON2 block	-4%[11.6 µM]	1%	x	-1%	-6%	-2%	-10%	12%
LmPK inh	x	-3%	x	2%	0%	-6%	-1%	9%

Whole records, quoted from the list. Order of values: TbPYK inhibitor	AmpC inh detg	AmpC no deterg	HCV inhibitor	HCMV inh	AMA1 RON2 block	LmPK inh
`Cc1ccc(S(=O)(=O)N(C)c2ccc(C(=O)NCc3cccnc3)cc2)cc1` reads 1%	-2%	21%	2%	-39	1%	-3%
`CSc1nc(N)nc(SCC(=O)c2ccc(C)cc2)c1C#N` reads -7%	-9%	-20%	u	19	-1%	2%
`COc1ccc(CNC(=O)c2cc(C)nc3c2c(C)nn3-c2cccc(Cl)c2C)cc1` reads 3%	14%	x	x	-20	x	x
`CCCCOc1ccc(N(CC(=O)NCc2ccco2)C(=O)CCC(=O)Nc2nccs2)cc1` reads -4%	5%	-10%	-6%	16	-10%	-1%
`CC(Oc1cccc2c1OC(C)(C)C2)C(=O)O` (stereo not drawn) reads 8%	u	0%	19%	-28	-6%	0%

(more compounds)
9) CCCNC(=O)NC1CCCCCCC1
10) Cc1ccc2c(c1)c1c(c(=O)n(-c3ccccc3)c(=O)n1CC(=O)c1ccc(F)cc1)n2C
11) CCOC(=O)c1cnn(-c2ccccn2)c1N
12) CCOc1ccccc1CN1CCN(Cc2cc3ccccc3[nH]2)CC1CCO (stereo not drawn)
13) Cc1sc2c(c1C)c(=O)n(-c1ccc(F)cc1)c(=O)n2CC(=O)NCc1ccco1
14) N#CC1=C(N)N(c2ccccc2)C(c2ccccc2)C1(C#N)C#N (stereo not drawn)
15) CCCCN(C=O)c1c(CC)nc2ccc(C(=O)N(CC)CCN(C)C)cn12
16) C/C(=N\Nc1ccc(F)cc1)c1ccncc1
Assay by compound	9	10	11	12	13	14	15	16
TbPYK inhibitor	-13%	-1%	-7%	3%	-6%	1%	1%	-2%
AmpC inh detg	2%	0%	-23%	u	-3%	-4%	x	-6%
AmpC no deterg	-5%	x	-3%	53%	-4%	5%	x	-21%
HCV inhibitor	-5%	x	-10%	-23%	-7%	u	x	16%
HCMV inh	-15	13	70	70	0	u	-3	-8
AMA1 RON2 block	12%	x	8%	-14%	-1%	-1%	-3%	-4%
LmPK inh	1%	x	-19%	5%	-3%	3%	x	1%

17) Cc1cc(N2CCN(C)CC2)nc2ccc(NC(=S)NCCCN3CCN(C)CC3)cc12
18) CCN(CC)c1ncnc2c1ncn2[C@H]1CN(Cc2ccc(-c3ccccc3)cc2)C[C@@H](CO)O1
19) NC(=O)CC(NC(=O)Cc1ccc(Br)cc1)c1ccc(NCCN2CCOCC2)c([N+](=O)[O-])c1 (stereo not drawn)
20) CC(C)Cn1c(O)c(N=NC(=O)c2cccc(S(=O)(=O)N3CCCCC3)c2)c2ccccc21
21) CSc1ccccc1NC(=O)COC(=O)CSc1ccc(C)cc1
22) COC(=O)C1=C(c2ccccc2OCc2ccccc2)C[C@@H]2CC[C@H]1N2C(=O)NCc1ccc(Cl)cc1
23) Cc1ccc2c(c1)N(CCC(=O)NC1CCCCC1)C(=O)CO2
24) CC(/C=C/c1ccccc1)=N\NC(=O)CNC(=O)c1ccccc1Cl
Assay by compound	17	18	19	20	21	22	23	24
TbPYK inhibitor	2%	0%	1%	5%	12%	5%	-1%	-6%
AmpC inh detg	1%	x	-13%	u	7%	-1%	-8%	0%
AmpC no deterg	-26%	x	174%[activator]	-40%	5%	-14%	0%	-18%
HCV inhibitor	-26%	x	7%	u	17%	11µM*	-5%	-2%
HCMV inh	-32	-17	12	-23	-16	-13	-14	-17
AMA1 RON2 block	0%	-23%	-5%	-10%	27%	6%	10%	-9%
LmPK inh	-2%	x	-7%	0%	x	x	0%	-3%

25) CCOC(=O)c1cccc(COC(=O)c2cccc(-c3nnc(-c4ccccc4)o3)c2)c1
26) COc1ccc(OC)c(C2=NS(=O)(=O)N(C)C(C(=O)Nc3ccc(C(C)=O)cc3)=C2)c1
27) Cc1ccc(C(=O)NNC(=O)C2CCN(S(=O)(=O)c3ccc(Cl)cc3)CC2)cc1
28) COC(=O)c1ccc(CSc2nnc(CNC(=O)c3cccs3)o2)o1
29) CC(=O)c1ccc(NC(=S)N2CCC(O)CC2)cc1
30) O=c1[nH]c2ccccc2n1C1CCN(C(CCc2ccccc2)c2nnnn2C2CCCCC2)CC1 (stereo not drawn)
31) Cc1ccc(C)c(NNC(=O)C(=O)NNc2cc(C)ccc2C)c1
32) Oc1cccc(/C=N\Nc2nncc(-c3ccccc3)n2)c1
Assay by compound	25	26	27	28	29	30	31	32
TbPYK inhibitor	-8%	-4%&3%	-6%	9%	16%	5%	0%	-12%
AmpC inh detg	-10%	-14%&25%	u	-9%	-1%	x	8%	-2%
AmpC no deterg	-48%	-27%	-28%	-14%	-2%	x	-33%	-33%
HCV inhibitor	2%	u	8%	-13%	6%	x	11%	14%
HCMV inh	3	-25&-1	-30	28	15	-91*	20	58
AMA1 RON2 block	-22%	-1%	8%	-12%	9%	7%	0%	28%
LmPK inh	-2%	1%	-2%	6%	-2%	x	8%	-2%

33) COc1ccc(C2=NS(=O)(=O)N(C)C(C(=O)N3CCCCC3)=C2)cc1
34) CC(C)C[C@@H](CN(N=O)[C@@H](Cc1ccccc1)CN(C)N=O)N(CCc1ccccc1)N=O
35) CC1(C)CC(=O)C=C(Nc2ccccc2NC(=O)c2cnccn2)C1
36) CN1CCN(CCCNC(=O)Cn2nc(-c3ccccc3)ccc2=O)CC1
37) COCC(C)NC(=O)NC(=O)c1ccc(Cl)cc1 (stereo not drawn)
38) C=C(C)Cn1c(SCC#N)nc2ccccc2c1=O
39) COc1ccc(CCc2nnc(CCC(=O)NCC3CCCO3)o2)cc1 (stereo not drawn)
40) COc1ccccc1CNC(=O)CCC(=O)N1CCOc2ccc(C)cc21
Assay by compound	33	34	35	36	37	38	39	40
TbPYK inhibitor	1%	2%	8%	-4%	5%	-3%	4%	0%
AmpC inh detg	-6%	-3%	0%	-10%	-15%	-8%	10%	-12%
AmpC no deterg	18%	-3%	-9%	-12%	-9%	-21%	1%	41%
HCV inhibitor	-17%	-18%	27%	10%	-9%	-4%	23%	-4%
HCMV inh	-4	-23	-2	-15	6	6	-69*	-7
AMA1 RON2 block	1%	-3%	23%	-4%	-3%	14%	7%	1%
LmPK inh	1%	1%	2%	-1%	-7%	-4%	2%	-2%

41) C=CCn1c(N)c(C(=O)OCCC)c2nc3ccccc3nc21
42) CC(C)C(=O)NCCn1ccc2ccccc21
43) CSc1nccn1C(=O)c1ccccc1[N+](=O)[O-]
44) CC1(C)C(=O)OC(C(=O)c2ccccc2)C(C)(C)C1=O (stereo not drawn)
45) COc1cc2cc(C)c(SCC(=O)N3CCN(C(=O)c4ccco4)CC3)nc2cc1OC
46) C/C(=N\NC(=O)C1CC1(c1ccccc1)c1ccccc1)c1cccc([N+](=O)[O-])c1 (stereo not drawn)
47) CCN1C(=O)CS/C1=N\S(=O)(=O)c1ccc(C)cc1
48) COCCNC(=O)CSc1nnc2c(Cl)cc(Cl)cn12
Assay by compound	41	42	43	44	45	46	47	48
TbPYK inhibitor	9%	-13%	-13%	6%	-3%	5%	2%	-16%
AmpC inh detg	u	-1%	-1%	-9%	u	-17%	1%	1%
AmpC no deterg	2%	-24%	-11%	2%	90%[activator]	-25%	-33%	-4%
HCV inhibitor	u	1%	10%	-2%	u	u	30%[activator]	19%
HCMV inh	-11	2	12	7	-9	-15	u	14
AMA1 RON2 block	0%	0%	30%	10%	-7%	-6%	-22%	12%
LmPK inh	2%	-1%	4%	-1%	2%	3%	0%	-9%

49) Cc1cc(/C=C2\NC(=O)NC2=O)c(C)n1-c1ccc(N2CCOCC2)cc1
50) O=C(C1CCN(S(=O)(=O)N2CCOCC2)CC1)N1CCN(c2ccccc2)CC1
51) O=C(COC(=O)c1ccc2c(c1)OCO2)NCc1ccc2c(c1)OCO2
52) Cc1ccc(S(=O)(=O)/N=C(/Nc2cccc3ccccc23)c2ccc(F)cc2)cc1
53) O=C(Nc1ccc(Cl)c([N+](=O)[O-])c1)c1cnccn1
54) COc1cc(OC)c(C(=O)NCCCn2ccnc2)cc1OC
55) O=Cc1c(N2CCCCC2)nc2ccccn2c1=O
56) CCc1ccc(S(=O)(=O)Nc2cc(SCC(=O)O)c(O)c3ccccc23)cc1
57) COc1ccc(CNC(=O)CC(c2ccc(OC)cc2)N2Cc3ccccc3C2=O)cc1 (stereo not drawn)
58) COC(=O)c1cc(N2C(=O)C3C(C2=O)C2(C)C=CC3(C)O2)ccc1Cl (stereo not drawn)
Assay by compound	49	50	51	52	53	54	55	56	57	58
TbPYK inhibitor	-1%	9%	-8%	1%	-2%	-7%	-1%	u	1%	x
AmpC inh detg	2%	-8%	-5%	-3%	-6%	10%	-3%	u	5%	u
AmpC no deterg	64%[activator]	27%	-10%	-44%	-49%	-15%	10%	-34%	x	-26%
HCV inhibitor	-1%	2%	16%	u	-14%	5%	12%	u	x	-6%
HCMV inh	-3	15	39	u	9	-11	u	63	u	x
AMA1 RON2 block	-14%	4%	7%	-6%	11%	-3%	6%	u	x	x
LmPK inh	-1%	-3%	0%	0%	-1%	-4%	-2%	u	x	-5%

Compounds as they come; overall some 7.5% were active at least once.
